SW480 rerep: A quantitative high throughput screen for small molecules that induce DNA re-replication in SW480 colon adenocarcinoma cells; SW480 DNA re-replication, Hoechst DNA content imaging, 48 h; Potency, µM (series often up to 46.1 µM), for inactives: at the highest dose re-replication activation, actives largely listed as activators; actives 1.8% (n = 340,000); AID 624297, 2012; further: potency means the concentration at half of the fitted maximal effect; % of control where 0% means no effect; nearly all actives have a fitted effect of over 55% in size
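250 cells/well; 23 nL cpd via pin tool; 48 hr, 37 C, 5% CO2; Hoechst 40 min; imager read of total nuclear intensity, ex 405/em 500-530 nm.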
HT1080-NT tox: qHTS for induction of synthetic lethality in tumor cells producing 2HG: qHTS for the HT-1080-NT fibrosarcoma cell line; HT-1080-NT fibrosarcoma viability, CellTiter-Glo ATP luminescence, 48 h; Potency, µM (highest dose often 46.1 µM), inactives show at the top dose activity, negative = less viability, actives largely listed as cytotoxic; actives 1.6% (n = 360,000);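 further: NT is the 2HG producing partner of a matched IDH1 knockdown line; potency means the concentration at half of the fitted maximal effect; 0% = DMSO-treated cells and -100% = media-only wells without cells; nearly all actives have a fitted effect of over 55% in size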
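Luminescent CellTiter-Glo readout after 48 hours of compound exposure at 37 degrees C defined viability of HT-1080-NT cells. Activity was normalized to DMSO wells and cell-free media wells; concentration-response curves were fitted and assigned curve classes.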
KB-3-1 tox: qHTS assay for MDR1-selective chemotherapeutics: Primary screen using the parental adenocarcinoma cell KB-3-1. KB-3-1 viability, CellTiter-Glo ATP luminescence, 72 h. Potency, µM (highest dose often 46.1 µM), for the others: at the highest dose activity change, negative = cytotoxic, hits mostly cytotoxic. actives 1.4% (n = 400,000); further: potency means the concentration at half of the fitted maximal effect; on the % scale 0 is the no-effect control and ±100 the full control effect; nearly all actives have a fitted effect of over 60% in size
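Parental KB-3-1 viability, qHTS format: 72 h compound exposure, 37 °C; CellTiter-Glo; media-only wells and DMSO plates as controls; concentration-effect fits on corrected data.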
KB-V1 MDR tox: qHTS assay for MDR1-selective chemotherapeutics: Primary screen using the drug-selected MDR subline cells KB-V1 | Potency, µM (top dose mostly 46.1 µM), without a hit: at the highest dose activity change, negative = cytotoxicity, hits mostly cytotoxic | actives 3.4% (n = 400,000) | AID 1347076, 2019 | KB-V1 MDR cells viability, CellTiter-Glo, 72 h; further: potency means the concentration at half of the fitted maximal effect; on the % scale 0 is the no-effect control and ±100 the full control effect; nearly all actives have a fitted effect of over 60% in size
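Cytotoxicity via CellTiter-Glo luminescence after 72 h compound exposure at 37 degrees C. Cells: drug-selected KB-V1 line, DMEM phenol-red free plus 10% FBS. Compounds tested at multiple concentrations; normalized data fitted to concentration-effect curves.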
HT1080 IDH1KD tx: qHTS for induction of synthetic lethality in tumor cells producing 2HG: qHTS for the HT-1080-IDH1KD cell line; AID 686971, 2013; HT-1080 IDH1 knockdown viability, ATP luminescence, 48 h; actives 2% (n = 360,000); Potency, µM (doses to about 46.1 µM), without a hit: top-dose activity, negative = toxicity, hits mostly cytotoxic;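 further: potency means the concentration at half of the fitted maximal effect; 0% = DMSO wells and -100% = cell-free medium wells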
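After a 2 h attachment period, IDH1KD HT-1080 cells took pin-transferred compound for 48 h at 37 °C; ATP-based luminescence after 10 min room-temperature reagent incubation reported viability.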
IL-1B inflam inh: qHTS for Inhibitors of Inflammasome Signaling: IL-1-beta AlphaLISA Primary Screen; activity change, % at 57.5 µM; AID 743279, 2014; actives 4.7% (n = 360,000); THP-1 LPS/ATP IL-1B secretion, AlphaLISA, 16 h; hits give low values; in the data active means activity change below about -50%; inconclusive means mostly about -30% to -49%; further: on the % scale 0 is the no-effect control and ±100 the full control effect
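Secreted IL-1B measured by AlphaLISA bead assay after 16 h compound exposure of THP-1 cells; compounds (final up to 57.5 uM) added 1 h before LPS (250 ng/mL) and ATP (1.25 mM) stimulation; lower signal means less secretion.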
ATXN2 expr inh: Primary qHTS for Inhibitors of ATXN expression; actives 0.72% (n = 360,000); Potency, µM (top dose mostly 57 µM), without a hit: at the top dose activity change, negative = inhibition, usual class: inhibitors; HEK-293 ATXN2-luciferase reporter, luminescence, 24 h; AID 1745845, 2022; further: potency means the concentration at half of the fitted maximal effect; on the % scale 0 is the no-effect control and ±100 the full control effect; nearly all actives have a fitted effect of over 55% in size
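ATXN2-luciferase reporter cells (luciferase flanked by upstream and downstream ATXN2 gene portions) were treated 24 h at 37 °C with compounds at up to 57 uM. SteadyGlo luminescence gave expression; GF-AFC fluorescence gave viability.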
MCF10A rerep: A quantitative high throughput screen for small molecules that induce DNA re-replication in MCF 10a normal breast cells; MCF 10A DNA re-replication, Hoechst nuclear intensity, 48 h; Potency, µM (doses to about 46.1 µM), inactives show at the highest dose activity, positive = re-replication, hits mostly activators; actives 2.9% (n = 350,000); further: potency means the concentration at half of the fitted maximal effect; % of control where 0% means no effect; nearly all actives have a fitted effect of over 50% in size
WRN helicase inh: qHTS for Inhibitors of WRN Helicase; Bifunctional 3'-5' exonuclease/ATP-dependent helicase WRN (Homo sapiens), Q14191; WRN helicase unwinding, fluorescent forked duplex, kinetic; Potency, µM (highest dose often 114 µM), for inactives: at the top dose activity change, negative = inhibition, hits mostly inhibitors; actives 0.46% (n = 360,000); further: potency means the concentration at half of the fitted maximal effect; on the % scale 0 is the no-effect control and ±100 the full control effect; nearly all actives have a fitted effect of over 55% in size
Target sequence (Q14191 whole entry, looked up): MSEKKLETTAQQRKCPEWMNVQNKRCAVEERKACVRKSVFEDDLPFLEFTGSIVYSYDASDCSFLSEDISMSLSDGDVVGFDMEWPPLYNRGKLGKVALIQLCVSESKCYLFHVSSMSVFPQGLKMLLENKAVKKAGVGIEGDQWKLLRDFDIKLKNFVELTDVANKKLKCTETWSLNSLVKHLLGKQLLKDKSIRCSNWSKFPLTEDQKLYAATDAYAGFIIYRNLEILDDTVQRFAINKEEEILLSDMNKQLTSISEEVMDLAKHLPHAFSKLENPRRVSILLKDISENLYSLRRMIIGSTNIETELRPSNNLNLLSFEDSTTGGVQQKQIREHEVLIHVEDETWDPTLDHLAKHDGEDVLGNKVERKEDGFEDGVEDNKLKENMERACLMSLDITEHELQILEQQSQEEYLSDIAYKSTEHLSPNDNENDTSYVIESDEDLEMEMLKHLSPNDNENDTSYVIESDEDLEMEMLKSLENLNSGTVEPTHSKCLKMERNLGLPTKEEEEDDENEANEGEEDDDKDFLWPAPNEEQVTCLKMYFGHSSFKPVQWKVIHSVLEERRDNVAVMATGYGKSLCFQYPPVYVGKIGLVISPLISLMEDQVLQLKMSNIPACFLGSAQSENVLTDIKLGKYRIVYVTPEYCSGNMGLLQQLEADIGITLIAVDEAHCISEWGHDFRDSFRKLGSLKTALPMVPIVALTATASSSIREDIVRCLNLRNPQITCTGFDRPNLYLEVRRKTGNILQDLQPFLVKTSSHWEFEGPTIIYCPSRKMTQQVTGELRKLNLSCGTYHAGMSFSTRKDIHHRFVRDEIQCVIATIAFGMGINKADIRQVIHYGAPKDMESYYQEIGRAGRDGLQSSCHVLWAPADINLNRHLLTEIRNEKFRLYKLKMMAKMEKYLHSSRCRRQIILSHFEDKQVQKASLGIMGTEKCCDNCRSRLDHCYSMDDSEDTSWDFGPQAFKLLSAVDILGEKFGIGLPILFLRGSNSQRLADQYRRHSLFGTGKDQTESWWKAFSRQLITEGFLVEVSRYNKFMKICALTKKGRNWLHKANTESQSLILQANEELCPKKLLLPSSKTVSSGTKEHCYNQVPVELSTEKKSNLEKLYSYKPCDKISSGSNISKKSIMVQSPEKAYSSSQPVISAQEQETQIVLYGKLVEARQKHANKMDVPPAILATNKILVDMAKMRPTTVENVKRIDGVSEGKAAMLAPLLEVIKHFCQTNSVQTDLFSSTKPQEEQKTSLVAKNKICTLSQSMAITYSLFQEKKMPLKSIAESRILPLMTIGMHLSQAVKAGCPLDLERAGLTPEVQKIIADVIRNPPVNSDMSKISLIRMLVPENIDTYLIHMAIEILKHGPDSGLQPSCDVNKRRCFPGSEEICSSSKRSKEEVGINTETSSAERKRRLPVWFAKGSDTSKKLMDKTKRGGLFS
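WRN at 20 nM final was preincubated with compound for 15 min at room temperature; reaction started with 100 nM forked duplex oligonucleotide carrying fluorophore and quencher plus 2 mM ATP (final). Unwinding followed kinetically by red fluorescence (ex 525/em 598 nm).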
An asterisk follows results filed as active; [ ] = remark or other dose. Unless noted, the call rests on the fitted dose curve; in most records, active means well fitted curve in the direction sought with a large enough effect; inconclusive means small, poorly fitted or top-dose-only effect, or another doubt; inactive means no such curve, though single readings can be large; an effect the other way counts as inactive or inconclusive.

Screening COc1ccc(-c2noc(CN(C(=O)c3ccoc3C)C(C)C)n2)cc1 returned SW480 rerep 1%, HT1080-NT tox -2%, KB-3-1 tox -12%, KB-V1 MDR tox inconclusive, HT1080 IDH1KD tx 5%, IL-1B inflam inh -11, ATXN2 expr inh -3%, MCF10A rerep inconclusive and WRN helicase inh -14%.
Cc1ccc(NS(=O)(=O)c2cccc(C(=O)NCCCn3ccnc3)c2)cc1 was read as SW480 rerep -26%, HT1080-NT tox 2%, KB-3-1 tox 3%, KB-V1 MDR tox 28%, HT1080 IDH1KD tx -3%, IL-1B inflam inh 2, ATXN2 expr inh -8%, MCF10A rerep inconclusive and WRN helicase inh -7%.
`O=C1C2CCCCC2C(=O)N1c1nccs1` (centres undefined) gave SW480 rerep -2%, HT1080-NT tox 4%, KB-3-1 tox 3%, KB-V1 MDR tox inconclusive, HT1080 IDH1KD tx 2%, IL-1B inflam inh 21, ATXN2 expr inh -9%, MCF10A rerep 4% and WRN helicase inh 9%.
O=S(=O)(c1ccc(N2CCCC2c2nc3ccccc3s2)nc1)N1CCOCC1 (centres undefined) was read as SW480 rerep -1%, HT1080-NT tox -9%, KB-3-1 tox 10%, KB-V1 MDR tox 8.2µM*, HT1080 IDH1KD tx -10%, IL-1B inflam inh -4, ATXN2 expr inh 0%, MCF10A rerep 4% and WRN helicase inh 0%.
For Cc1ncc([N+](=O)[O-])n1CC(=O)Nc1ccc(F)c(F)c1 the results were SW480 rerep -13%, HT1080-NT tox 9%, KB-3-1 tox 0%, KB-V1 MDR tox 30%, HT1080 IDH1KD tx 1%, IL-1B inflam inh 23, ATXN2 expr inh 0%, MCF10A rerep -3% and WRN helicase inh 20%.
Screening Cc1[nH]c2ccccc2c1Cc1n[nH]c(=S)o1 returned SW480 rerep 6%, HT1080-NT tox 12%, KB-3-1 tox 22%, KB-V1 MDR tox 18%, HT1080 IDH1KD tx -3%, IL-1B inflam inh -4, ATXN2 expr inh -2%, MCF10A rerep 4% and WRN helicase inh 0%.
For OC(c1ccccc1)(c1nc(/C=C/c2ccc(C(F)(F)F)cc2)cs1)C(F)(F)F (centres undefined) the results were HT1080-NT tox inconclusive, KB-3-1 tox -18%, KB-V1 MDR tox -10%, HT1080 IDH1KD tx inconclusive, IL-1B inflam inh -2, ATXN2 expr inh inconclusive and WRN helicase inh -10%[57.1 µM].
Screening COC(=O)COc1ccc(S(=O)(=O)Nc2ccc3c(c2)OCO3)cc1Cl returned SW480 rerep -7%, HT1080-NT tox 14%, KB-3-1 tox 5%, KB-V1 MDR tox 9%, HT1080 IDH1KD tx 8%, IL-1B inflam inh -22, ATXN2 expr inh 2%, MCF10A rerep 28% and WRN helicase inh -3%.
Screening COc1ccc(CCNC(=O)COC(=O)c2ccccn2)cc1 returned SW480 rerep inconclusive, HT1080-NT tox -2%, KB-3-1 tox 4%, KB-V1 MDR tox 2%, HT1080 IDH1KD tx 1%, IL-1B inflam inh 6, ATXN2 expr inh -7%, MCF10A rerep -7% and WRN helicase inh 7%.
`Cc1ccc(S(=O)(=O)N/N=C2/CC(c3ccccc3)Oc3ccccc32)cc1[N+](=O)[O-]` (centres undefined) gave SW480 rerep 17%, HT1080-NT tox -25%, KB-3-1 tox -14%, KB-V1 MDR tox -21%, HT1080 IDH1KD tx -16%, IL-1B inflam inh 51, ATXN2 expr inh 13%, MCF10A rerep inconclusive and WRN helicase inh -27%.
`O=C(CCn1nc(-c2ccc(Cl)cc2)c2ccccc2c1=O)NCC1CCCO1` (centres undefined) gave SW480 rerep -4%, HT1080-NT tox -15%, KB-3-1 tox 1%, KB-V1 MDR tox -10%, HT1080 IDH1KD tx -9%, IL-1B inflam inh 1, ATXN2 expr inh -17%, MCF10A rerep 2% and WRN helicase inh 3%.
Screening COc1ccc2c(c1OC)C(=O)N1C2SC[C@H]1C(=O)NC1CCCCC1 (some centres undefined) returned SW480 rerep -13%, HT1080-NT tox -1%, KB-3-1 tox 0%, KB-V1 MDR tox 9%, HT1080 IDH1KD tx 1%, IL-1B inflam inh 4, ATXN2 expr inh -13%, MCF10A rerep inconclusive and WRN helicase inh 2%.

Gathered by group: the entries above with a Cl atom
Screening COC(=O)COc1ccc(S(=O)(=O)Nc2ccc3c(c2)OCO3)cc1Cl returned SW480 rerep -7%, HT1080-NT tox 14%, KB-3-1 tox 5%, KB-V1 MDR tox 9%, HT1080 IDH1KD tx 8%, IL-1B inflam inh -22, ATXN2 expr inh 2%, MCF10A rerep 28% and WRN helicase inh -3%.
`O=C(CCn1nc(-c2ccc(Cl)cc2)c2ccccc2c1=O)NCC1CCCO1` (centres undefined) gave SW480 rerep -4%, HT1080-NT tox -15%, KB-3-1 tox 1%, KB-V1 MDR tox -10%, HT1080 IDH1KD tx -9%, IL-1B inflam inh 1, ATXN2 expr inh -17%, MCF10A rerep 2% and WRN helicase inh 3%.

Next results:
C/C(=N/NC(=O)c1cc(C)[nH]n1)c1ccco1 was read as SW480 rerep 0%, HT1080-NT tox 7%, KB-3-1 tox -3%, KB-V1 MDR tox -6%, HT1080 IDH1KD tx 5%, IL-1B inflam inh 3, ATXN2 expr inh -14%, MCF10A rerep -1% and WRN helicase inh 9%.
Screening O=C(Nc1c(-c2ccc3c(c2)OCO3)[nH][nH]c1=O)c1ccc2c(c1)OCO2 returned HT1080-NT tox 29%, KB-3-1 tox 0%, KB-V1 MDR tox -8%, HT1080 IDH1KD tx -4%, IL-1B inflam inh 5, ATXN2 expr inh -9% and WRN helicase inh 21%.
Screening COc1ccc(C)cc1NC(=O)CCCN1C(=O)NC(C)(C)C1=O returned SW480 rerep 2%, HT1080-NT tox -1%, KB-3-1 tox -19%, KB-V1 MDR tox -4%, HT1080 IDH1KD tx 3%, IL-1B inflam inh -1, ATXN2 expr inh 36%, MCF10A rerep 4% and WRN helicase inh 4%.
`O=c1cc(CNc2ccc(Br)cc2)nc2sccn12` gave SW480 rerep 2%, HT1080-NT tox 8%, KB-3-1 tox -3%, KB-V1 MDR tox 0%, HT1080 IDH1KD tx 26%, IL-1B inflam inh -9, ATXN2 expr inh 0%, MCF10A rerep 5% and WRN helicase inh -15%.
For CC(C)Nc1nc(Nc2ccc(C#N)cc2)c2sccc2n1 the results were HT1080-NT tox -1%, KB-3-1 tox 0%, KB-V1 MDR tox -14%, HT1080 IDH1KD tx -26%, IL-1B inflam inh -1, ATXN2 expr inh inconclusive and WRN helicase inh -25%.
`COc1ccccc1-n1c(SCC(=O)Nc2nnc(C)s2)nc2c(c1=O)SCC2` gave SW480 rerep -2%, HT1080-NT tox 0%, KB-3-1 tox 4%, KB-V1 MDR tox inconclusive, HT1080 IDH1KD tx inconclusive, IL-1B inflam inh 37, ATXN2 expr inh 10%, MCF10A rerep 3% and WRN helicase inh -11%.
`Cc1c(NC(=O)c2cccs2)cccc1NC(=O)c1cccs1` gave SW480 rerep 2%, HT1080-NT tox -4%, KB-3-1 tox 18%, KB-V1 MDR tox -2%, HT1080 IDH1KD tx -11%, IL-1B inflam inh 7, ATXN2 expr inh 6%, MCF10A rerep -1% and WRN helicase inh -2%.
`COC(=O)CCC(=O)Nc1nccs1` gave SW480 rerep -2%, HT1080-NT tox 13%, KB-3-1 tox -7%, KB-V1 MDR tox 1%, HT1080 IDH1KD tx 7%, IL-1B inflam inh -1, ATXN2 expr inh -23%, MCF10A rerep 0% and WRN helicase inh -2%.
`COC(=O)c1ccc2nc(-c3ccc(Cl)cc3)c(Cc3cccc(Cl)c3)n2c1` gave HT1080-NT tox -3%, KB-3-1 tox inconclusive, KB-V1 MDR tox inconclusive, HT1080 IDH1KD tx 0%, IL-1B inflam inh 29, ATXN2 expr inh 23% and WRN helicase inh 3%.
Screening O=C(Nc1sc(-c2ccccc2)cc1C(=O)O)c1ccccc1 returned SW480 rerep 2%, HT1080-NT tox inconclusive, KB-3-1 tox -8%, KB-V1 MDR tox -10%, HT1080 IDH1KD tx inconclusive, IL-1B inflam inh -8, ATXN2 expr inh 37%, MCF10A rerep 15% and WRN helicase inh -23%.
Cc1cccc(N(CC(=O)NC2CCCCC2)C(=O)c2csnn2)c1 was read as SW480 rerep -5%, HT1080-NT tox 15%, KB-3-1 tox 8%, KB-V1 MDR tox inconclusive, HT1080 IDH1KD tx 5%, IL-1B inflam inh 4, ATXN2 expr inh -21%, MCF10A rerep -4% and WRN helicase inh 9%.
COc1ccc2sc(-c3ccc(N(C)C)cc3)c(-c3ccc4cc[nH]c4c3)c2c1 was read as SW480 rerep inconclusive, HT1080-NT tox -7%, KB-3-1 tox -5%, KB-V1 MDR tox -14%, HT1080 IDH1KD tx -3%, IL-1B inflam inh -13, ATXN2 expr inh 2%, MCF10A rerep 16µM* and WRN helicase inh -2%.
Screening CCOCCCN(CCC#N)C(=O)C1CCN(S(=O)(=O)c2ccc(-n3cnnn3)cc2)CC1 returned SW480 rerep 2%, HT1080-NT tox -2%, KB-3-1 tox -1%, KB-V1 MDR tox 8%, HT1080 IDH1KD tx 3%, IL-1B inflam inh 27, ATXN2 expr inh -3%, MCF10A rerep -2% and WRN helicase inh -6%.

Screening results from PubChem BioAssay.
